# From PubChem BioAssay
# KDM5B inhibitor: Primary screen for KDM5B Histone Demethylases FDH-coupled qHTS; Potency, µM (titrated, usually from 57.7 µM), for inactives: top-dose activity change, negative = inhibition, most hits filed as inhibitors; 220,000 tested, 2.6% active; KDM5B demethylase, FDH-coupled NADH fluorescence (FDH is formaldehyde dehydrogenase); Lysine-specific demethylase 5B (Homo sapiens), Q9UGL1; active means well fitted inhibition curve with a large enough effect; inconclusive means small, poorly fitted or top-dose-only effect; inactive means no such curve, though single readings can be large or run the other way; further: 0% is about no effect; nearly all actives have a fitted effect of over 70% in size
# Target sequence (Q9UGL1 whole entry, looked up): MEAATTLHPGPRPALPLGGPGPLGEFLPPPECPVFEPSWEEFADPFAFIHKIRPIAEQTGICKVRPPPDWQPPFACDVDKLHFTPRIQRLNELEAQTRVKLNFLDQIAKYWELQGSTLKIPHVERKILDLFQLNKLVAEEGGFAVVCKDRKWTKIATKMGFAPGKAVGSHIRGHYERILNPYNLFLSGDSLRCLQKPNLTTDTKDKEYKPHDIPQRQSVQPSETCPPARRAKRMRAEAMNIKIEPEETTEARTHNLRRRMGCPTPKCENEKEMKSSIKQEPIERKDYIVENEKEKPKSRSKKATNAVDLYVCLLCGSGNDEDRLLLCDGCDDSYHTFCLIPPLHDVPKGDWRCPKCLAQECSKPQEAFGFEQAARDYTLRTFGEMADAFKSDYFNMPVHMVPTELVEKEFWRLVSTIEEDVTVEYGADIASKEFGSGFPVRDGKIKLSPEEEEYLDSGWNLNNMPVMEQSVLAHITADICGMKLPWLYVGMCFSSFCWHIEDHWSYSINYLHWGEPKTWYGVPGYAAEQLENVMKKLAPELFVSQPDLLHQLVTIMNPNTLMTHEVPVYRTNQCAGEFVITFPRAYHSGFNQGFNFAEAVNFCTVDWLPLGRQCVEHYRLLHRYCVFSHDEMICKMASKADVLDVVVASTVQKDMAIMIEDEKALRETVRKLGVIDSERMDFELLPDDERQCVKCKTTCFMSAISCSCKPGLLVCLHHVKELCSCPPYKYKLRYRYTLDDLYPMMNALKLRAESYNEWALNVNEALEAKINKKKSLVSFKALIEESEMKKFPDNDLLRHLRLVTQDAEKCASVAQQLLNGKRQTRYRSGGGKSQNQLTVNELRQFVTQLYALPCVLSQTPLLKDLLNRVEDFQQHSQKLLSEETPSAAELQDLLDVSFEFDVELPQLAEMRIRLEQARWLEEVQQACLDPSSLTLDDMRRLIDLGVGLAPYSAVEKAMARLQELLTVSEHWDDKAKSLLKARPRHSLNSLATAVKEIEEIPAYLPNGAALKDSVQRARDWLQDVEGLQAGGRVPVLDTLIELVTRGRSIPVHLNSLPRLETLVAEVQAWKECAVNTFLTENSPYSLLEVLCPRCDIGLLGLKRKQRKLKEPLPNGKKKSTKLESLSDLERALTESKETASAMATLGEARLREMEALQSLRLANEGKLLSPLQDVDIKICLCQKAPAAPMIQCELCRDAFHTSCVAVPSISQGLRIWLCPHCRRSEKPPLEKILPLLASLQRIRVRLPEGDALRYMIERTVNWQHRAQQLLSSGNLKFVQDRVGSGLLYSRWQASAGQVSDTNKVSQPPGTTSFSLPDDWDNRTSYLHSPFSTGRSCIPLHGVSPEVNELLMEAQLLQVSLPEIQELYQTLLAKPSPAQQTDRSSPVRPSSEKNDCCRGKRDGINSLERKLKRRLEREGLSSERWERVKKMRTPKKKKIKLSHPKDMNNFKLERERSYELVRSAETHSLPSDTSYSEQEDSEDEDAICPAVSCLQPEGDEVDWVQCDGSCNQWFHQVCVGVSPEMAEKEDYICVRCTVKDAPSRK
#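 Compound dilutions met 200 nM (final) KDM5BΔAP for 10 min at room temperature before substrate addition. The substrate mix held 12.5 µM H3K4me3 with cofactors 25 µM α-ketoglutarate and 50 µM Fe²⁺. NADH signal gain over 30 min defined activity.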
# Starred values were filed as active, the others as inactive; u = inconclusive; & = joins results of further samples; [ ] = dose if it differs, or a comment. Potency means the concentration at half of the fitted maximal effect. Some of the compounds tested; count on the stated rates, not on these rows.
cpd	Structure	KDM5B inhibitor
1	CN(C)c1ccc(C(=O)N2CCCC(n3cc(-c4nc(C5CC5)no4)nn3)C2)cc1 (stereo not drawn)	-8%
2	CCC1=Nc2cc(C(=O)NCCN(CC)CC)ccc2Sc2ccccc21	-13%
3	Cc1ccc(S(=O)(=O)Nc2ccc3[nH]c(C)cc3c2)cc1	9%
4	Cc1ccc(-c2nc(Cn3c(SCc4ccc(F)cc4)nc4cccnc43)c(C)o2)cc1	u
5	COc1cc(C=O)cc(Cl)c1OCc1ccc(C(=O)O)cc1	-15%
6	CCCOc1cc(C)c(S(=O)(=O)NC2CC(C)(C)NC(C)(C)C2)cc1C	-12%
7	Cc1cccc(OCC(=O)NC2CCc3ccccc32)c1C (stereo not drawn)	9%
8	CCN(C(=O)CSc1nc2ccccc2n1Cc1cc(C)ccc1C)c1ccccc1	-15%
9	CCc1ccc(-n2nc3cc(C)c(NC(=O)c4ccccc4C)cc3n2)cc1	-20%
10	Cc1ccccc1CC(=O)NC1CCN(c2cc(-c3ccccc3)[nH]n2)C1 (stereo not drawn)	-13%
11	Cc1ccc(-c2nc3cccnc3s2)cc1NC(=O)c1ccccc1Cl	-17%
12	CN(C(=O)Cn1c(=O)oc2ccccc21)C1CCc2nn(C)c(=O)n2CC1 (stereo not drawn)	11%
13	CCOc1ccc(CCNC(=O)c2c(C)oc3ncnc(N4CCOCC4)c23)cc1	4%
14	COc1cc(C(=O)NCC(=O)OCC(=O)c2ccc3c(c2)CCC3)cc(OC)c1OC	10%
15	COc1ccc(-c2ccc3c(c2)C(=O)N2CCN(C(=O)C4CCNCC4)C[C@@H]2C(=O)N3)c(OC)c1	-5%
16	CCc1ccc(-c2nc(-c3ccc4c(c3)CC(=O)N4C)cs2)cc1	12%
17	Cc1ccc(NC(=O)Cn2c(N3CCN(c4ccccc4)CC3)nc(C)cc2=O)c(C)c1	u
18	CCCNC(=O)NC[C@H]1O[C@@H]2C[C@@H](CC(=O)NCCOC)O[C@@H]2[C@@H]1O	11%[86.2 µM]
19	O=C(/C=C/c1ccccc1Cl)Nc1ccc(-c2ccccc2)cc1	2%
20	Cc1ccccc1/C=N/Nc1nc2ccccc2c(=O)n1O	u

# 5 entries already listed, sorted by the value under KDM5B inhibitor, descending.
cpd	Structure	KDM5B inhibitor
16	CCc1ccc(-c2nc(-c3ccc4c(c3)CC(=O)N4C)cs2)cc1	12%
12	CN(C(=O)Cn1c(=O)oc2ccccc21)C1CCc2nn(C)c(=O)n2CC1 (stereo not drawn)	11%
19	O=C(/C=C/c1ccccc1Cl)Nc1ccc(-c2ccccc2)cc1	2%
2	CCC1=Nc2cc(C(=O)NCCN(CC)CC)ccc2Sc2ccccc21	-13%
11	Cc1ccc(-c2nc3cccnc3s2)cc1NC(=O)c1ccccc1Cl	-17%

# Following part:
cpd	Structure	KDM5B inhibitor
21	CN1C(=O)c2cccn2CC1CNC(=O)c1cn[nH]c1-c1ccccc1 (stereo not drawn)	8%
22	COc1ccc(OCCn2c(C)nc3cc(C)c(C)cc32)cc1	18%&-7%
23	CN(C)c1ccc(C(=O)NC2CCCN(c3cc(-c4ccccc4)[nH]n3)C2)cc1 (stereo not drawn)	-17%
24	O=C(CCC[C@@H]1[C@H]2CCCN3CCC[C@@H](CN1C(=O)c1cccnc1)[C@@H]23)NCCCN1CCCC1	u
25	Cc1ccc(S(=O)(=O)NC[C@H]2OC[C@@H](NCC3CC3)[C@@H]2O)cc1	81%[activator][86.2 µM]
26	COc1ccc(C(=O)Nc2ccc3[nH]ccc3c2)cc1	14%
27	CC(C)c1ccc(S(=O)(=O)c2nnn3c2nc(NC2CCCC2)c2ccccc23)cc1	u
28	O=C(NCc1nnc2ccc(-c3ccc(Cl)cc3)nn12)C1(c2ccccc2)CC1	20µM*
29	CC#CCn1cc2c3c(cccc31)[C@H](CC(C)C)N[C@H](C(=O)OC)C2	u
30	CN1CCc2nc(N(C)C)[nH]c(=O)c2CC1	3%
31	O=C1NC2=C(C(=O)CCC2)C(c2ccccc2[N+](=O)[O-])N1 (stereo not drawn)	1%
32	COCCCNC(=O)C(=O)N1CCN(c2nc(C)c3c(c2C#N)CCCC3)CC1	u
33	CCOc1ccc(-c2noc(-c3nc(C)no3)n2)cc1	u
34	CC(C)CNC(=O)c1ccnc(-c2nnc3ccc(Nc4ccccc4)nn23)c1	u
35	Cc1ccc(-c2cc3nccc(-c4ccccc4O)n3n2)cc1	u
36	Cc1ccc(S(=O)(=O)N(CC(=O)NC(C(C)C)C(C)C)c2ccccc2C)cc1	-4%
37	COCCN(CC1CCN(Cc2ccccc2F)CC1)C(=O)C1CCCCO1 (stereo not drawn)	-17%
38	COc1ccccc1CNC(=O)c1ccc(Cn2ccn3nc4c(c3c2=O)CCCC4)cc1	u
39	CN1CC(=O)N(C2CCC2)Cc2c(NC3CC3)ncnc21	u
40	O=C(Cc1c(F)cccc1Cl)N1C[C@@H](CO)[C@H](c2ccncc2)C1	23%
41	O=C(CC1CCN(S(=O)(=O)c2ccc(F)cc2)C1)NCc1ccccc1 (stereo not drawn)	-22%
42	CCc1ccc(OCC(=O)Nc2ncn[nH]2)c(Br)c1	0%
43	O=C(/C=C/c1cccc2c1OCCCO2)c1cccnc1	u
44	Cc1cccc(Oc2ccc(S(=O)(=O)N3CCCCC3)cc2NC(=O)c2cnc(C)cn2)c1	10%
45	Cc1nc2cc(F)ccc2cc1C(=O)N(C)CC(C)C	4%
46	COc1ccc(CCNC(=O)C2CCCN(S(C)(=O)=O)C2)cc1 (stereo not drawn)	u
47	CN(c1ccccc1)c1ccc2nnc(-c3cc(C(=O)NC4CCOCC4)ccn3)n2n1	u
48	CCOc1ccc(C(C)=O)cc1COC(=O)/C(=C\c1ccccc1)NC(C)=O	-6%
49	COCc1ccc(C(=O)OCc2cc3ccccc3o2)cc1	3%
50	CCC(CO)NC(=O)c1nc(-c2cccc3[nH]ccc23)no1 (stereo not drawn)	20%
51	Nc1cccc(-c2ccc(N3CCCCC3)nn2)c1	7%
52	Cc1cc(NC(=O)CSc2nnc3c(Cl)cc(C(F)(F)F)cn23)no1	-13%
53	COCCN(C(=O)CC1OC(=O)c2ccccc21)c1c(N)n(Cc2ccccc2)c(=O)[nH]c1=O (stereo not drawn)	-7%
54	COc1ccccc1CNC(=O)c1ccc2nc(CCc3ccccc3)oc2c1	u
55	Cc1noc(C)c1COc1ccc(CC(=O)Nc2nc(C3CC3)cs2)cc1	2%
56	Cc1nc2ncccn2c1C(=O)N1CCC(c2nccn2CC(N)=O)CC1	28µM*
57	Cc1ccc(N2C(=O)c3[nH]nc(-c4ccc(Cl)cc4)c3C2c2ccc(F)cc2)cc1 (stereo not drawn)	-25%
58	O=C(CNC(=O)Cc1ccccc1)NCc1cccc(C(F)(F)F)c1	29%
59	Cc1cc(C)cc(NC(=O)[C@H]2CCC[C@H]2NC(=O)c2cnc(C)cn2)c1	20%
60	CC(=O)Nc1ccc(C=C(C(C)=O)C(C)=O)cc1	u
61	CC1SC(=S)N(c2ccc(N(C)C)cc2)C1=O (stereo not drawn)	-6%
62	O=C(NC1CCCCC1)C1CN(S(=O)(=O)c2ccc(F)cc2F)CC12CCOCC2 (stereo not drawn)	25%
63	COC1CCCN(c2ccc(C(=O)N3CCC(N4CCOCC4)CC3)cn2)C1 (stereo not drawn)	u
64	CCOC(=O)c1c(-c2ccc(C)cc2)csc1NC(=O)c1cc(=O)c2cc(C)ccc2o1	116%[activator]
65	COc1ccc(C2Cn3nnc(C(=O)N4CCN(C(=O)Cc5ccc(F)cc5)CC4)c3CO2)cc1 (stereo not drawn)	-5%
66	O=C(c1ccc2c(c1)OCO2)N1CCC2(CN[S+](=O)([O-])c3ccccc3N2)C1 (stereo not drawn)	-10%
67	Cc1cccc(/C=C/C(=O)c2cc3ccccc3oc2=O)c1	u
68	CCCCCCCNC(=O)CCC(=O)NCCC(C)C	21%
69	O=C(CCS(=O)(=O)c1ccccc1)Nc1nnc(C(F)(F)F)s1	24%
70	CCOCCCNC(=O)c1ccoc1	10%
71	Cc1noc2c(NC3CCC(O)CC3)cc(-c3cccs3)nc12 (stereo not drawn)	-14%[86.2 µM]
72	O=C(O)C1c2ccccc2C(=O)N(Cc2ccccc2)C12CCCC2 (stereo not drawn)	19%
73	Cc1cn(CCn2ccnc2-c2cccc(C(C)N(C)C)c2)nn1 (stereo not drawn)	-18%
74	CCOc1ccc(-n2ccnc2SCC(=O)Nc2ccc3c(c2)OCO3)cc1	-18%
75	COc1ccc2ccc(OCc3nc(C(=O)N4CCC(=O)NCC4C)co3)cc2c1 (stereo not drawn)	18%
76	Cc1ccc(NC(=O)C2CCN(S(=O)(=O)c3ccc4[nH]c5c(c4c3)CCCCC5)CC2)cc1	u
77	CCCc1nc2ccccc2c(C(=O)OCC(=O)NC2CCCC2)c1CC	u
78	CCCCNC(=O)c1ccc2c(c1)n(Cc1cccc(OC)c1)c(=O)c1ccnn12	35µM*
79	COc1cccc(NC(=O)/C(C#N)=C\c2cn(Cc3ccc(C)cc3)c3ccccc23)c1	-13%
80	O=C(CC[C@@H]1CNC(=O)[C@@H]2C[C@H](NC(=O)c3cccc(F)c3)CN12)NCc1ccc(F)cc1	-12%

# Quoted at random: 2 entries already listed
cpd	Structure	KDM5B inhibitor
79	COc1cccc(NC(=O)/C(C#N)=C\c2cn(Cc3ccc(C)cc3)c3ccccc23)c1	-13%
71	Cc1noc2c(NC3CCC(O)CC3)cc(-c3cccs3)nc12 (stereo not drawn)	-14%[86.2 µM]

# Grouped by structure: the entries above containing two or more sulfur atoms.
cpd	Structure	KDM5B inhibitor
61	CC1SC(=S)N(c2ccc(N(C)C)cc2)C1=O (stereo not drawn)	-6%
69	O=C(CCS(=O)(=O)c1ccccc1)Nc1nnc(C(F)(F)F)s1	24%

# (cont.)
cpd	Structure	KDM5B inhibitor
81	CN(C)c1ccc(CN2CCC(c3nc4ncccc4[nH]3)C2)cc1 (stereo not drawn)	u
82	O=C(NCCc1ccncc1)C1CN(C(=O)Cc2ccc(F)cc2)CC12CCOCC2 (stereo not drawn)	-2%
83	CC(C)N1CCCC2(CCN(S(=O)(=O)c3ccc(F)cc3F)C2)C1=O (stereo not drawn)	-11%
84	NC(=O)c1ccsc1NC(=O)COC(=O)COc1ccc2c(c1)CCC2	-27%
85	O=C(COc1ncnc2sc3c(c12)CCCC3)N1CCc2ccccc2C1	1%
86	COc1ccc(OC)c(S(=O)(=O)N2CCC(c3ncc(C)n3C(C)C)C2)c1 (stereo not drawn)	24%
87	CCCN1C(=O)NC(c2ccc(Br)s2)C(C(=O)OC)=C1C (stereo not drawn)	8%
88	CC1CCC2(CC1)N=C(c1ccccc1)C(=O)N2CC(=O)Nc1ccc(F)c(Cl)c1 (stereo not drawn)	-29%
89	O=C(Cn1cc(S(=O)(=O)Cc2cccc(Cl)c2)c2ccccc21)Nc1ccccc1C(F)(F)F	-3%
90	c1ccc(-c2n[nH]c(C3CCCCN3)n2)cc1 (stereo not drawn)	4%
91	CC(=O)c1ccc(NC(=O)COc2nc(C(C)C)c3c(c2C#N)CCCC3)cc1	-1%
92	CC(C)CCNC(=O)NC(=O)COC(=O)Cc1c[nH]c2ccccc12	-15%
93	CC(C)C(C)NC(=O)COc1ccc(-n2cnnn2)cc1 (stereo not drawn)	24%
94	O=C1CC(c2ccccc2)N(C(=O)CNC(=O)c2[nH]nc3c2COc2ccccc2-3)CCCCCN1 (stereo not drawn)	-14%
95	CC(C)C[C@@H](NC(=O)[C@@]1(O)C[C@@H](O)[C@H](O)[C@@H](NC(=O)c2cccnc2)C1)C(N)=O	-7%[86.2 µM]
96	O=C(CCNC(=O)c1ccc(Cl)cc1)NCc1ccc(C(F)(F)F)cc1	14%
97	COc1ccc(C(=O)c2ccccc2)c(OS(=O)(=O)c2ccc3oc(=O)ccc3c2)c1	7%
98	CNC(=O)NNC(=O)c1csc(-c2ccc(C(F)(F)F)cc2Cl)n1	-2%
99	CCc1nc(C)c(C(=O)Nc2nn(C)c3cccc(N4CCOC4=O)c23)o1	-4%
100	CC(C)(C)c1ccc(C(=O)Nc2ccccc2C(=O)OCc2cc(=O)n3ccsc3n2)cc1	6%
101	COc1cccc(CCNC(=O)c2cnc3sc(N4CCCCCC4)nn3c2=O)c1	u
102	CN1CCN2C[C@@H](NC(=O)c3ccc(C#CC(C)(C)O)o3)C[C@H]2C1	6%
103	COc1ccc(Cl)cc1NC(=O)Cn1ccn(-c2cc(C)cc(C)c2)c(=O)c1=O	-12%
104	COc1ccccc1C(=O)N1CCN(c2cc(C(F)(F)F)ncn2)CC1	-13%
105	CCOC(=O)c1cccc(NC(=O)CS(=O)(=O)Cc2nc(-c3ccc(C)cc3)oc2C)c1	6%
106	COc1ccc(C(=O)Nc2ccccc2-c2nc3ccccc3s2)cc1OC	-53%
107	CCOC(=O)c1ccc(NC(=O)CN(c2cc(C(F)(F)F)ccc2Cl)S(C)(=O)=O)cc1	-10%
108	Cc1cc(NC(=O)c2ccco2)cc(-c2nc3ccccc3o2)c1O	15%&-23%
109	O=C(O)CCCOc1cccc(Br)c1	20%
110	Cc1nc2nc(NC(=O)c3ccc(F)cc3)[nH]n2c(=O)c1Cc1ccccc1	-7%
111	COCC1CN(S(=O)(=O)c2ccc(F)c(Cl)c2)CC12CCNCC2 (stereo not drawn)	-1%
112	CN1[C@@H](CCC(=O)N2CCCC2)CNC(=O)[C@@H]2[C@H]1CCN2Cc1ccc(C(F)(F)F)cc1	-28%
113	Cc1ccc2c(n1)sc1c(=O)n(-c3cccc(C(=O)OCC(C)C)c3)nnc12	16%
114	CCN(CC)CCNC(=O)c1cc2c(=O)n(C)c3cc(Cl)ccc3c2s1	u
115	Cc1ccc(S(=O)(=O)N2CCN(C(C(=O)NC3CC3)c3ccccc3)CC2)c(C)c1 (stereo not drawn)	16%
